Source: PubChem
Rpn11 inh: Rpn11 (PSMD14) deubiquitinase inhibitors, primary screen, biochemical, fluorescence polarization, uHTS; 26S proteasome non-ATPase regulatory subunit 14 (Homo sapiens), O00487; human 26S proteasome, Ub4-pepOG fluorescence polarization; 20S core pre-blocked with epoxomicin; calls only at 20 µM; hit rate 0.59% among 360,000; AID 588493, 2011;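 active = inhibition at 20 µM, scaled to each plate's controls, above about 33%, limit read from the data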
Target sequence (O00487 whole entry, looked up): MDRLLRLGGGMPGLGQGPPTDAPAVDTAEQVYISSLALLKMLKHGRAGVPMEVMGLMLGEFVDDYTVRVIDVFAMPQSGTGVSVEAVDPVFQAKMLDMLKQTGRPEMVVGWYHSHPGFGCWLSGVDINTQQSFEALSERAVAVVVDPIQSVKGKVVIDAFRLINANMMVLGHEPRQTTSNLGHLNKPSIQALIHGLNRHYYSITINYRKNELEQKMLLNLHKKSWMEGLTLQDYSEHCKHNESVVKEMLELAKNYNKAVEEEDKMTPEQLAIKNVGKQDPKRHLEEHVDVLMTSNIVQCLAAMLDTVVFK
Scp1 inh: Scp-1 phosphatase inhibitors, primary screen, biochemical, colorimetric, uHTS. Carboxy-terminal domain RNA polymerase II polypeptide A small phosphatase 1 (Homo …. Recombinant Scp1, phosphopeptide, malachite green phosphate absorbance. hit rate 0.88% among 340,000. inhibition, % at 20 µM. AID 493091, 2011;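 active = inhibition above about 50% at 20 µM, limit read from the data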;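 also: plate controls were DMSO wells with enzyme for no effect and wells lacking enzyme for full effect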
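Test system: SCP-1 catalytic domain; Buffer or medium: Acidic Tris acetate buffer with magnesium and detergent; Also added: Phosphorylated 17-residue peptide substrate; Compound: single 20 µM dose, 1% DMSO; Schedule: enzyme reaction 45 min at room temperature, colour 5 min, stabilisation 30 min; Signal: Phosphate-binding colour reagent, absorbance read at 630 nm.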
STEP block: STEP phosphatase inhibitors, primary screen, biochemical, fluorescence intensity, uHTS | Tyrosine-protein phosphatase non-receptor type 5 (Homo sapiens), P54829 | recombinant STEP, OMFP fluorogenic substrate | inhibition, % at 20 µM | hit rate 0.25% among 360,000 | AID 588621, 2011;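 active = inhibition at 20 µM, scaled per plate between control wells, above about 37%, limit read from the data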;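 also: 0% = DMSO with enzyme and substrate and 100% = substrate only without enzyme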
Target sequence (P54829 whole entry, looked up): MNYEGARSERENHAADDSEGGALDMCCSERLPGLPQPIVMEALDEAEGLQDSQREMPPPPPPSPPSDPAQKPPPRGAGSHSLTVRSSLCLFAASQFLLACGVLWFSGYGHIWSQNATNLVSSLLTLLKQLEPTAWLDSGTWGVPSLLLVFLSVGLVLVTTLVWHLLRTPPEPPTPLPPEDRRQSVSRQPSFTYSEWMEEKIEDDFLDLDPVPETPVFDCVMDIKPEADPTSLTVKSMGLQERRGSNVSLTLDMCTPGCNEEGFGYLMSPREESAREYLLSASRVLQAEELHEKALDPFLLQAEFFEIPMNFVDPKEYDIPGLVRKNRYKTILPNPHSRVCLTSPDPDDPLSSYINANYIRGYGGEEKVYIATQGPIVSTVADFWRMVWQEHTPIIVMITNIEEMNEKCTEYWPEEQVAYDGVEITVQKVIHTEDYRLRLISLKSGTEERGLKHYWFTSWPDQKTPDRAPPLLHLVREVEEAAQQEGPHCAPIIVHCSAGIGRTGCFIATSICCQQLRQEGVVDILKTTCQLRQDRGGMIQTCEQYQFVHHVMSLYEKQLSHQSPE
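System: STEP phosphatase, cell-free reaction; Buffer or medium: Bis-Tris pH 6.0 buffer with DTT, detergent; Incubation: 20 min at room temperature, dark; Measured by: fluorescence, 480/540 nm.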
Tb MetRS inh: T. brucei MetRS inhibitors, primary screen, biochemical, luminescence. methionyl-tRNA synthetase (Trypanosoma brucei brucei). purified T. brucei MetRS, ATP depletion, Kinase-Glo luminescence. inhibition, % at 11.9 µM. hit rate 0.4% among 360,000. AID 624268, 2012;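 active = inhibition above a per-plate cutoff of the control wells' mean inhibition plus 3 SD, cut at about 5.5% in these data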;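 also: 0% = DMSO wells median and 100% = median of wells with control inhibitor compound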
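Material – parasite MetRS enzyme · Medium – HEPES-MgCl2-KCl buffer plus DTT, spermine, BSA, pyrophosphatase · Reagent – ATP, methionine and E. coli bulk tRNA substrates · Times – 15 min enzyme-compound preincubation, 2 h reaction, 10 min detection, 25 °C · Measured by – luminescence of leftover ATP · Evaluation – percent inhibition relative to median high and low control wells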
CSN deneddyl inh: inhibitors of CSN-mediated cullin deneddylation, primary screen, biochemical, fluorescence polarization, uHTS. COP9 signalosome complex subunit 5 (Homo sapiens), Q92905. Purified CSN, SCF-Nedd8-OG deneddylation. inhibition, % at 12.5 µM. hit rate 0.38% among 360,000. AID 651999, 2013;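 active = pattern-corrected inhibition above about 35%, with an unprinted fluorescence ratio check between 0.5 and 1.5, limit read from the data, passing the limit was not always enough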;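 also: 0% = enzyme with substrate and 100% = substrate without enzyme; some results filed as inactive read as strong as hits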
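Assay system: Purified human Csn5 enzyme expressed in HEK293T cells | Amount: Enzyme 0.24 nM | Measured by: Fluorescence polarization readout | Medium: Tris/NaCl/DTT buffer, pH 7.5 | Compound dosing: One concentration, 12.5 µM, 0.25% DMSO | Times: 90 min incubation of compound, enzyme and substrate at room temperature | Control set: no-enzyme wells high, enzyme-with-substrate wells low | Read-out: % inhibition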
SUMO1-SIM PPI: modulators of SUMO1 protein-protein interactions, primary screen, biochemical, uHTS; AID 602429, 2012; inhibition, % at 20 µM; SUMO1 binding to a labelled peptide, TR-FRET, 1 h; Small ubiquitin-related modifier 1 (Homo sapiens), P63165; hit rate 0.33% among 360,000; in the data active = inhibition above about 37%
Target sequence (P63165 whole entry, looked up): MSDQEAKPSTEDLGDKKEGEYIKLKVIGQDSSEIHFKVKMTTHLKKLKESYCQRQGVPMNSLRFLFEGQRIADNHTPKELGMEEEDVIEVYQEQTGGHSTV
DNMT1 inh: human DNMT1 methyltransferase inhibitors, primary screen, biochemical, molecular beacon, fluorescence, HinP1I cleavage, uHTS. DNA (cytosine-5)-methyltransferase 1 (Homo sapiens), P26358. inhibition (reported as % activation of signal), % at 10 µM. hit rate 0.83% among 360,000; in the data active = inhibition above about 50%
LMPTP block: LMPTP phosphatase inhibitors, primary screen, biochemical, fluorescence intensity, uHTS | Low molecular weight phosphotyrosine protein phosphatase (Homo sapiens), P24666 | recombinant LMPTP-A, OMFP fluorogenic substrate | inhibition, % at 20 µM | hit rate 0.22% among 360,000;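 active = compounds that cut the enzyme signal by at least half of the control window in the single-dose screen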;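 also: plate controls were DMSO wells with enzyme plus substrate for no effect and substrate without enzyme for full effect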
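Assay system: LMPTP-A, protein tyrosine phosphatase of low molecular weight / Medium: pH 6.0 Bis-Tris buffer with DTT and Triton X-100 / Schedule: 50 min enzyme reaction at room temperature, protected from light / Measured by: endpoint fluorescence intensity from OMFP dephosphorylation / Read-out basis: % inhibition relative to no-enzyme and uninhibited control wells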
PABP1 MLLE inh: inhibitors of PABP1 MLLE–PAM2 peptide binding, primary screen, biochemical, fluorescence polarization, FITC-PAM2, GST-MLLE. Polyadenylate-binding protein 1 (Homo sapiens), P11940. inhibition, % at 20 µM. hit rate 0.36% among 360,000; in the data active = inhibition above about 35%, passing the limit was not always enough;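 also: plate controls were DMSO wells with GST-MLLE for no effect and wells lacking GST-MLLE protein for full effect; some results filed as inactive read as strong as hits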
NadD block: inhibitors of S. aureus NadD, primary screen, biochemical, colorimetric, uHTS; purified NadD enzyme, colorimetric absorbance read-out; inhibition, % at 20 µM; hit rate 0.78% among 360,000; AID 602399, 2012; in the data active = inhibition above about 26%; also: some compounds past the cut are filed as inactive
Starred values were filed as active, the others as inactive; i = inactive; · = not tested or not shown.

STEP block,CSN deneddyl inh,Tb MetRS inh,Scp1 inh,NadD block,LMPTP block,Rpn11 inh,PABP1 MLLE inh,SUMO1-SIM PPI,DNMT1 inh,Molecule
1,0,-0.4,-4,14,2.1,i,-11,6,-3,Cc1cc(=O)oc2cc(OCC(=O)Nc3ccc(N4CCC(C)CC4)cc3)ccc12
-1,0,-0.6,0,5,-0.8,i,10,2,-1,COc1ccc(C(=O)Nc2cc(C(F)(F)F)ccc2-n2cncn2)cc1
0,1,-0.3,-6,-5,-0.1,i,-8,-2,-2,CCOc1ccccc1OCCn1ncc2ccc(OC)c(OC)c2c1=O
-2,-2,-0.8,-7,4,-1.6,i,1,-3,7,O=C1CCCN1CC(O)CS(=O)(=O)c1ccc(Cl)cc1 (stereo not drawn)
0,-6,27*,3,-1,-2.3,i,2,1,3,Cc1cccc(NS(=O)(=O)c2ccc3nc(-c4ccccc4)[nH]c3c2)c1C
2,-2,-0.1,-6,6,2.8,i,-31,2,5,CCCCn1c(N)c(N(CC(C)C)C(=O)c2cc3c(s2)CCC3)c(=O)[nH]c1=O
5,-1,0.2,-6,-8,-0.2,i,0,-17,3,COc1cccc(/C=N/NC(=O)c2cnccn2)c1O
1,-2,-0.7,2,6,0.0,i,1,5,1,CCOc1ccc(NC(=O)C(C)NC(=O)c2ccccc2Cl)cc1S(=O)(=O)N1CCCC1 (stereo not drawn)
0,-3,-0.4,-4,1,-0.1,i,16,0,5,Cc1cc(NC(=O)CCl)n(-c2nc3ccccc3s2)n1
-4,1,3.4,-1,-4,1.1,i,-27,-26,6,Cc1nc(Nc2ccccc2)sc1C(=O)c1ccccc1
2,-7,0.3,-4,-4,0.1,i,14,-10,0,CCC(CC)c1nnc(NC(=O)Cc2ccccc2[N+](=O)[O-])s1
0,-6,-0.1,-5,-1,0.1,i,3,-2,2,CC(=O)Nc1ccc(S(=O)(=O)N(C)CC(=O)N/N=C/c2cccc(O)c2)cc1
-3,-6,0.1,-4,-2,0.2,i,9,5,3,Cc1ccccc1N(CC(=O)Nc1ccc(S(=O)(=O)N2CCOCC2)cc1)S(C)(=O)=O
7,-2,-0.3,2,-4,6.4,i,8,1,-1,O=C1NC[C@@H](c2ccccc2)OC(=O)[C@H](Cc2ccc(F)cc2)C/C=C\C[C@@H]1CC(=O)N(CCO)Cc1ccccc1
-1,0,0.9,-5,1,0.0,i,-11,-2,0,COc1c(O)ccc(C2NC(=O)NC(C)=C2C(=O)Nc2ccccc2C)c1[N+](=O)[O-] (stereo not drawn)
-3,0,0.2,-4,5,-1.9,i,-9,4,-2,COc1ccc(CCNC(=O)COC(=O)c2ccc(Br)o2)cc1OC
-1,1,0.1,2,-4,-1.1,i,26,-3,3,CC1(C)Cc2c(sc(NC(=O)Cc3ccccc3)c2C#N)CO1
0,0,-0.2,-3,3,-0.9,i,11,1,1,O=c1cc(CN2CCN(c3ccccn3)CC2)nc2sccn12
-2,10,-0.4,-9,1,-0.6,i,-25,6,-3,CC1(C)c2ccccc2N2CC(=O)NC21/C=C/c1ccco1 (stereo not drawn)
-1,-26,0.2,-3,-5,-2.2,i,-39,-2,2,O=C(O)CNC(=S)N(Cc1cccs1)C1CCCCC1
-2,1,-0.5,-1,1,0.0,i,2,0,-2,O=C(N/N=C/c1ccccc1OC(F)F)C1=COCCO1
-1,1,0.1,-7,-3,-0.6,i,20,-3,-1,O=C1CC(N(O)C2CC(=O)N(Cc3ccccc3)C2=O)C(=O)N1Cc1ccccc1 (stereo not drawn)
70*,-2,0.4,1,14,0.3,i,10,-14,-4,S=C1NC2=C(CCCC2=C2SCCS2)C(c2ccccc2)N1 (stereo not drawn)
0,4,-1.0,-6,-8,-1.6,i,1,-25,-1,COc1ccccc1P(=O)(Cc1ccccc1[N+](=O)[O-])c1ccccc1 (stereo not drawn)
1,-3,-1.6,0,-3,0.5,i,11,-15,2,COCCCNC(=O)c1cc(-c2cccnc2)nc2ccccc12
0,-1,-0.5,·,-4,-1.8,i,11,3,3,C[C@@H]1CN([C@@H](C)CO)C(=O)CCCn2nncc2CO[C@@H]1CN(C)S(C)(=O)=O
0,10,-0.7,9,5,0.7,i,-36,-3,0,S=C(NCc1ccccc1)NCc1ccco1
1,-1,0.9,3,47*,7.9,i,6,2,98*,COc1cccc(C2c3c(-c4cc(Cl)c(C)cc4O)n[nH]c3C(=O)N2Cc2cccnc2)c1 (stereo not drawn)
0,-4,-1.1,-6,3,3.7,i,-99,-1,-2,CSc1ccc(/C=N/n2c(C3CCCCC3)n[nH]c2=S)cc1
4,0,-0.5,-1,-4,-1.6,i,-38,-1,1,CCc1ccc(NC(=S)NC2CC3CCCC(C2)N3Cc2ccccc2)cc1 (stereo not drawn)
-2,-1,0.2,-11,-4,-0.9,i,2,5,2,Cc1ccc(CNS(=O)(=O)c2ccc3c(c2)CCN3C(=O)C2CCC2)cc1
-2,-2,-0.8,0,-3,-1.0,i,6,-2,3,COC(=O)C(CO)NC(=O)C1CCCN1C(=O)CNC(=O)OCc1ccccc1 (stereo not drawn)
-1,6,-0.1,·,-3,-3.2,i,-10,17,6,COc1cccc(CN2CCC2(C)C(=O)NCc2cccc(C(F)(F)F)c2)c1OC (stereo not drawn)
0,4,-0.3,-2,3,-4.0,i,-8,-6,9,CN(Cc1ccccc1)c1ncnc2[nH]ncc12
5,-11,-1.1,-7,12,3.9,i,5,-1,4,CCCOc1ccc(C(=O)O/N=C(\CC)c2ccc(C)cc2)cc1
-3,5,0.0,-4,0,0.9,i,4,-6,-3,CC(=O)COc1ccc2c3c(c(=O)oc2c1C)CCCCC3
-3,4,0.1,-4,-4,0.3,i,-2,3,1,CCCCC(NC(C)=O)c1nc2ccccc2n1CCCC (stereo not drawn)
-1,-3,-0.3,-4,-3,-0.5,i,9,-34,2,CS(=O)(=O)N1CCN(c2ccc([N+](=O)[O-])c3cccnc23)CC1
3,10,-0.4,-15,-1,5.4,i,6,6,1,O=C(OCC(=O)N(CCc1ccccc1)Cc1ccccc1)c1ccccc1[N+](=O)[O-]
-2,4,-0.6,-1,-5,-1.3,i,-2,1,1,O=C(C1CCN(C2CCN(Cc3cccc4c3OCO4)CC2)CC1)N1CCOCC1

Among those listed so far, these contain a halogen:
STEP block,CSN deneddyl inh,Tb MetRS inh,Scp1 inh,NadD block,LMPTP block,Rpn11 inh,PABP1 MLLE inh,SUMO1-SIM PPI,DNMT1 inh,Molecule
-1,0,-0.6,0,5,-0.8,i,10,2,-1,COc1ccc(C(=O)Nc2cc(C(F)(F)F)ccc2-n2cncn2)cc1
-2,-2,-0.8,-7,4,-1.6,i,1,-3,7,O=C1CCCN1CC(O)CS(=O)(=O)c1ccc(Cl)cc1 (stereo not drawn)
1,-2,-0.7,2,6,0.0,i,1,5,1,CCOc1ccc(NC(=O)C(C)NC(=O)c2ccccc2Cl)cc1S(=O)(=O)N1CCCC1 (stereo not drawn)
0,-3,-0.4,-4,1,-0.1,i,16,0,5,Cc1cc(NC(=O)CCl)n(-c2nc3ccccc3s2)n1
7,-2,-0.3,2,-4,6.4,i,8,1,-1,O=C1NC[C@@H](c2ccccc2)OC(=O)[C@H](Cc2ccc(F)cc2)C/C=C\C[C@@H]1CC(=O)N(CCO)Cc1ccccc1
-3,0,0.2,-4,5,-1.9,i,-9,4,-2,COc1ccc(CCNC(=O)COC(=O)c2ccc(Br)o2)cc1OC
-2,1,-0.5,-1,1,0.0,i,2,0,-2,O=C(N/N=C/c1ccccc1OC(F)F)C1=COCCO1
1,-1,0.9,3,47*,7.9,i,6,2,98*,COc1cccc(C2c3c(-c4cc(Cl)c(C)cc4O)n[nH]c3C(=O)N2Cc2cccnc2)c1 (stereo not drawn)
-1,6,-0.1,·,-3,-3.2,i,-10,17,6,COc1cccc(CN2CCC2(C)C(=O)NCc2cccc(C(F)(F)F)c2)c1OC (stereo not drawn)

One compound at a time, as listed above:
Listed for CS(=O)(=O)N1CCN(c2ccc([N+](=O)[O-])c3cccnc23)CC1 : STEP block = -1; CSN deneddyl inh = -3; Tb MetRS inh = -0.3; Scp1 inh = -4; NadD block = -3; LMPTP block = -0.5; Rpn11 inh = i; PABP1 MLLE inh = 9; SUMO1-SIM PPI = -34; DNMT1 inh = 2
Listed for COc1cccc(CN2CCC2(C)C(=O)NCc2cccc(C(F)(F)F)c2)c1OC (stereo not drawn) : STEP block = -1; CSN deneddyl inh = 6; Tb MetRS inh = -0.1; Scp1 inh = ·; NadD block = -3; LMPTP block = -3.2; Rpn11 inh = i; PABP1 MLLE inh = -10; SUMO1-SIM PPI = 17; DNMT1 inh = 6
